Assay outcomes (PubChem BioAssay)
Sm TGR block = inhibitors of Schistosoma mansoni thioredoxin glutathione reductase; Q962Y6; purified TGR, DTNB reduction, TNB absorbance 405 nm; Potency, µM (series often up to 114 µM), for the others: at the top dose activity change, negative = inhibition, actives largely listed as inhibitors; 360,000 compounds, 3% hits; AID 485364; also: potency is read from the fitted curve at half-maximal effect; nearly all actives have a fitted effect of over 60% in size
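First, TGR (20 nM dispensed) and NADPH were mixed with compound. Second, a 15 min room-temperature incubation followed. Third, further NADPH and then DTNB were added to start the reaction. Finally, TNB absorbance was monitored kinetically.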
Giardia FBPA inh = blocks Giardia fructose-bisphosphate aldolase activity; AID 2451; A8B2U2; 290,000 compounds, 0.71% hits; purified Giardia FBPA; Potency, µM (titrated, usually from 59.6 µM), inactives show at the highest dose activity, negative = inhibition, hits mostly inhibitors; also: potency is read from the fitted curve at half-maximal effect; nearly all actives have a fitted effect of over 55% in size
Target sequence (A8B2U2 whole entry, looked up): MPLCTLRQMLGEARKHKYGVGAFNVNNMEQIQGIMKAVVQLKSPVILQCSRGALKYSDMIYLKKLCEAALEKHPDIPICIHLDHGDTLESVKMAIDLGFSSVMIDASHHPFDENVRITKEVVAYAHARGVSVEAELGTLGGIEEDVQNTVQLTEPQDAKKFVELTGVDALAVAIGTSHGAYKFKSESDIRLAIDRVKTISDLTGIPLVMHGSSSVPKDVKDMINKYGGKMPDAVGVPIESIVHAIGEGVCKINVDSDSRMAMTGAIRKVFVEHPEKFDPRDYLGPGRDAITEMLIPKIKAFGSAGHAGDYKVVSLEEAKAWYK
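40 nM FBPA preincubated 10 min at RT with compound (up to 57.5 uM final), then substrate plus GAPDH/TPI/NAD/arsenate coupling and diaphorase/resazurin added. Fluorescence read after 20 min at RT, 525/598 nm.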
AmpC inh detg = inhibitors of E. coli AmpC beta-lactamase with detergent; P00811; AmpC hydrolysis of nitrocefin, absorbance 480 nm, 0.01% Triton; Potency, µM (doses to about 114 µM), for the others: at the top dose activity change, negative = inhibition, most hits filed as inhibitors; 370,000 compounds, 0.041% hits; AID 485294;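 also: potency is read from the fitted curve at half-maximal effect; 0% = no-compound wells and -100% = no-enzyme wells; nearly all actives have a fitted effect of over 25% in size; some results filed as inactive show a strong effect at the top dose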
Target sequence (P00811 whole entry, looked up): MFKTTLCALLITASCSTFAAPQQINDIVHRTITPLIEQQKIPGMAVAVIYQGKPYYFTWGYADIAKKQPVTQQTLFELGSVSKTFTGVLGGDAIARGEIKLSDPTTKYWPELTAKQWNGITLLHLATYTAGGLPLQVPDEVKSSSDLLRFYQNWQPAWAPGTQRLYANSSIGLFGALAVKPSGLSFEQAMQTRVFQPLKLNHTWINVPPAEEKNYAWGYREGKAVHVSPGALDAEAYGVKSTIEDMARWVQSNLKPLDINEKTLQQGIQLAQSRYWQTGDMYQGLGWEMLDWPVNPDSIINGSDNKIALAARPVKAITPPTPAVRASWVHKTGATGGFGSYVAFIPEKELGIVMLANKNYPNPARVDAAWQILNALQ
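20 mM phosphate pH 7.0 + 0.01% (detergent screen) or 0.0001% Triton X-100; 5.3 nM AmpC reagent; cpd preinc 15 min RT; nitrocefin (800 uM stock) to start; A480 q20 s × 4 min; Activity was normalised to no-enzyme and no-compound control wells.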
HCMV inh = blocks human cytomegalovirus replication. HFF cells, HCMV-luciferase reporter, 72 h; active compounds read low. activity change, negative = inhibition, % at 57.5 µM. 410,000 compounds, 4.5% hits; in the data active = activity change below about -60%; inconclusive = no clear call, values can overlap the other calls; inactive = above about -39%
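After 16 h attachment at 37C, HFF cells received test compound and HCMV-luciferase (1 PFU/cell); reporter luminescence read 72 h later, data normalized against buffer-only and known inhibitor Salinomycin.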
AmpC no deterg = blocks E. coli AmpC beta-lactamase in detergent-free assay | P00811 | 330,000 compounds, 0.52% hits | AmpC nitrocefin hydrolysis, absorbance 480 nm, 0.0001% Triton | AID 485341 | Potency, µM (top dose mostly 57.1 µM), for inactives: at the top dose activity change, negative = inhibition, usual class: inhibitors;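 also: potency is read from the fitted curve at half-maximal effect; plate controls were no compound for no effect and no enzyme for full effect; nearly all actives have a fitted effect of over 20% in size; some results filed as inactive show a strong effect at the top dose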
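20 mM phosphate pH 7.0 + 0.01% (detergent screen) or 0.0001% Triton X-100; 5.3 nM AmpC reagent; cpd preinc 15 min RT; nitrocefin (800 uM stock) to start; A480 q20 s × 4 min; Activity was normalised to no-enzyme and no-compound control wells.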
AMA1-RON2 inh = AMA1-RON2 (P. falciparum) interaction inhibition. AlphaScreen AMA1-biotinylated RON2 peptide binding. Potency, µM (highest dose often 58.2 µM), without a hit: at the top dose activity change, negative = inhibition, hits mostly inhibitors. 360,000 compounds, 0.2% hits. AID 720542;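 also: potency is read from the fitted curve at half-maximal effect; 0% = vehicle wells and -100% = peptide control; nearly all actives have a fitted effect of over 45% in size; some results filed as inactive show a strong effect at the top dose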
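AMA1 (3D7) with his tag at 25 nM final met compounds first, then biotinylated RON2 peptide at 25 nM; detection used donor plus acceptor beads, 10 µg/mL apiece, read by AlphaScreen after 30 min at room temperature.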
* marks the source's active call; other numbers are inactive results; ? = inconclusive; / = not tested or not shown; & = joins results of further samples; [ ] = remark or other dose. Unless noted, calls follow the shape of the dose curve; as a rule, active = well fitted curve in the direction sought with a large enough effect; inconclusive = small, poorly fitted or top-dose-only effect, or another doubt; inactive = no such curve, though single readings can be large; an effect the other way counts as inactive or inconclusive. Unless noted, % is scaled to controls: 0 for no effect and ±100 for the full control effect. Rows were taken by chance; about 7.8% have a hit in one of these screens.

SMILES | Sm TGR block | Giardia FBPA inh | AmpC inh detg | HCMV inh | AmpC no deterg | AMA1-RON2 inh
O=S(=O)(Nc1cccc2cccnc12)c1ccc(S(=O)(=O)N2CCCC2)cc1 | 1% | ? | -5% | -86* | -35% | 97%[activator]
O=C(O)/C=C/C(=O)NCCc1ccc(Cl)cc1 | -14% | 8% | 5% | 67 | -14% | -7%
COc1ccc(OC)c(NC(=O)C2CC(=O)N(CCc3ccccc3)C2)c1 (stereo not drawn) | -1% | 2% | ? | -11 | 6% | 21%
COc1ccc2nc(SCc3cccnc3)c(C#N)cc2c1 | 12% | 0% | -9% | -9 | -8% | 6%
O/N=C/c1cc(Cl)ccc1OCc1cccc2ccccc12 | 9% | -1% | -4% | / | 0% | /
Cc1ccc(CNC(=O)CN(C)C2=NS(=O)(=O)c3ccccc32)cc1 | -3% | / | -6% | -40 | 4% | 14%
COc1ccc(C(=O)Nc2cc(C)c(O)c(-c3nc4ccccc4s3)c2)cc1OC | ? | / | -2% | 26 | / | /
CC(C)[C@@H](C(=O)N1CCN(Cc2ccc3c(c2)OCO3)CC1)n1nnc2ccccc2c1=O | 7% | / | 0% | 3 | 111%[activator] | -16%
O=C(N/N=C/c1ccc(O)cc1)c1cncc(Br)c1 | -11% | -4% | -2% | ? | -21% | 4%
OC[C@H]1O[C@@H](Oc2ccc3cc(Br)ccc3c2)[C@H](O)[C@@H](O)[C@H]1O | -8% | / | 3% | 0 | -1% | -5%
NC[C@@]12CCCC1C1CCC2C1 (stereo partly drawn) | -1% | 2% | -8% | / | -13% | /
CCOc1cc(-c2conc2N)cc(OCC)c1OCC | -8% | 1% | -2% | 9 | -2% | 9%
CCCCOc1ccc(C2/C(=C(/O)c3ccc4c(c3)CC(C)O4)C(=O)C(=O)N2CCCN2CCOCC2)cc1OC (stereo not drawn) | -5% | -5% | 10% | -13 | 89%[activator] | 0%
COc1ccc(C(CCN2CCCC(C)C2)c2c(OC)cc(OC)c3c(-c4ccccc4)cc(=O)oc23)cc1 (stereo not drawn) | -1% | -2%&-8% | 6% | -34 | 187%[activator] | -21%
O=C(Nc1ccccc1F)c1ccc(CN2CCN(c3ccccc3)CC2)cc1 | 6% | 11% | 6% | ? | 24% | -12%
CCOC(=O)c1c(/N=C/N(C)C)sc(/C=N/Nc2ccccc2)c1-c1ccccc1 | -6% | 0% | -11% | 2 | 16µM* | 3%
O=C(CCl)Nc1ccccc1Sc1ccc(Cl)cc1 | -32% | ? | 1% | -103* | -23% | 13%
COc1ccccc1CNC(=O)CS(=O)(=O)c1ccc(C)cc1 | ? | / | -1% | 8 | -29% | -6%
COc1cccc(/C=N/NC(=S)NC2CC3CCC2C3)c1OC (stereo not drawn) | -11% | -1% | -6% | -28 | -32% | 101%[activator]
Cc1ccc(C)c(N2CC(O)(c3cccs3)[N+]3=C2CCCC3)c1 (stereo not drawn) | -6% | 1% | -2% | ? | 1% | -8%
Cc1onc(-c2ccccc2)c1C(=O)NC(C)c1ccc2c(c1)OCO2 (stereo not drawn) | 3% | / | -11% | -21 | -3% | 0%
Cc1ccc(N(C(=O)CNC(=O)c2ccco2)C(C(=O)NC2CCCCC2)c2cccnc2)cc1C (stereo not drawn) | -10% | 11% | -12% | -27 | 69%[activator] | 6%
CC1CCN(CCCNC(=O)COc2cc(=O)n(C)c3ccccc23)CC1 | 9% | 2% | -7% | 104 | 0% | ?
CC(=O)c1cccc(N(C(=O)c2ccco2)C(C(=O)NC2CCCC2)c2ccc(N3CCOCC3)cc2)c1 (stereo not drawn) | -2% | 6% | 3% | -37 | 71%[activator] | 12%
O=C1CCC/C(=N\NC(=O)NC2CCCCC2)C1 | -4% | 0% | -8% | -8 | -5%[2.29 µM] | 3%
O=C(COC(=O)CC1CCCC1)Nc1ccc(Cl)cn1 | -4% | / | -2% | -26 | -23% | 7%
COC(=O)C1=CN(C(C)C)C=C(C(=O)OC)C1c1cc2c(cc1Br)OCO2 | -7% | -10% | -12% | -18 | 48% | 26%
CCc1nnc(NC(=O)CSc2nnc(CSc3nc(C)cc(C)n3)o2)s1 | 1% | -15% | -8% | 50 | -23% | 25%
Oc1cccc(/C=N/Nc2nn3cnnc3c3ccccc23)c1 | -7% | -7% | -1% | ? | -46% | 38%[activator]
O=C(CCn1c(=O)c2sccc2n(CC(=O)Nc2ccccc2)c1=O)NCc1ccccc1Cl | 5% | / | 3% | -28 | / | /

A different layout for part of the listing above:
The line under a structure holds: Sm TGR block, Giardia FBPA inh, AmpC inh detg, HCMV inh, AmpC no deterg, AMA1-RON2 inh
- CCOC(=O)c1c(/N=C/N(C)C)sc(/C=N/Nc2ccccc2)c1-c1ccccc1
→ -6%, 0%, -11%, 2, 16µM*, 3%
- O=C(CCl)Nc1ccccc1Sc1ccc(Cl)cc1
→ -32%, ?, 1%, -103*, -23%, 13%

Looked up above:
Result of O=C(COC(=O)CC1CCCC1)Nc1ccc(Cl)cn1 in AmpC no deterg: -23%
Result of O=C(CCl)Nc1ccccc1Sc1ccc(Cl)cc1 in AmpC inh detg: 1%

The listing continues.
SMILES | Sm TGR block | Giardia FBPA inh | AmpC inh detg | HCMV inh | AmpC no deterg | AMA1-RON2 inh
N/C(=N\NC(=O)c1cccc(F)c1)c1cc2ccccc2oc1=O | 8% | -13% | -7% | -10 | -19% | 61%[activator]
CCCCc1ccc(NC(=S)NCCN2CCOCC2)cc1 | 21% | 0% | 0% | -33 | 31% | -2%
Cc1cc(C)nc(SCC(=O)Nc2ncc(Cc3cccc(Cl)c3)s2)n1 | -7% | -4% | -10% | -27 | 2.8µM* | 5%
Cn1c(=O)c(/C=C/c2ccccc2)nc2ccccc21 | 2% | 0% | -2% | 230 | -13% | 55%[activator]
COc1ccc(OC)c(C(=O)COC(=O)CNC(=O)c2ccccc2)c1 | -12% | 5% | 1% | -23 | -11% | -15%
CCc1ccccc1NC(=O)CSc1nnc(C2CC2)n1CC1CCCO1 (stereo not drawn) | -2% | -3% | -5% | 20 | 0% | 4%
O=C(O)C(C(=O)O)=C1C2CC3CC(C2)CC1C3 | -1% | -12% | -1% | ? | -3% | -10%
Cc1ccc2nsnc2c1NC(=O)c1cccnc1Cl | 2% | -1% | -9% | -7 | -11% | -18%
COc1cc(SC#N)ccc1N=Cc1c(C)[nH]n(-c2ccc(C)c(C)c2)c1=O | 6% | 2% | -12% | -65* | -15% | 0%
Clc1ccccc1OCCn1nnc2ccccc21 | -2% | 5% | -16% | 65 | -2% | 8%
COc1ccccc1NC(=O)COC(=O)CCC(=O)c1cccs1 | 0% | / | -6% | 28 | -17% | 15%
COc1ccc(N2C(=O)CC(NNC(=O)c3cccnc3)C2=O)cc1 (stereo not drawn) | ? | 0% | 0% | -1 | -11% | 0%
CC(=O)Nc1cccc(NC(=O)c2c(-c3ccccc3Cl)noc2C)c1 | 5% | -6% | 2% | -33 | -14% | 7%
O=[N+]([O-])c1ccc(Sc2cccc3cccnc23)c2cccnc12 | 1% | ? | 0% | -101* | -9% | -6%
COC(=O)c1ccccc1NC(=O)N1CCN(S(=O)(=O)c2ccc(Cl)cc2)CC1 | 3% | 4% | 0% | 6 | -10% | 0%

An excerpt from above with just AMA1-RON2 inh and Sm TGR block:
molecule	AMA1-RON2 inh	Sm TGR block
COc1ccccc1NC(=O)COC(=O)CCC(=O)c1cccs1	15%	0%
COc1ccc(N2C(=O)CC(NNC(=O)c3cccnc3)C2=O)cc1 (stereo not drawn)	0%	?
CC(=O)Nc1cccc(NC(=O)c2c(-c3ccccc3Cl)noc2C)c1	7%	5%
O=[N+]([O-])c1ccc(Sc2cccc3cccnc23)c2cccnc12	-6%	1%

Remaining list, next part.
SMILES | Sm TGR block | Giardia FBPA inh | AmpC inh detg | HCMV inh | AmpC no deterg | AMA1-RON2 inh
Cc1ccc(NC(=S)NC(=O)/C=C/c2ccc(Cl)cc2)cc1 | 1% | 5% | ? | ? | -12% | -14%
CCOc1cccc(/C=C/c2ccc3ccccc3n2)c1OC(C)=O | / | -22% | 4% | -80* | 62%[activator] | 9%
Cc1nc2ccc(NS(=O)(=O)c3c(C)c(C)cc(C)c3C)cc2s1 | -20% | 10% | -8% | -61* | / | 1%
COc1cccc(C(=O)O/N=C/c2ccc(Sc3ccc(C)cc3)nc2)c1 | 1% | 1% | 6% | 12 | -24% | 2%
COc1ccc(-c2nnco2)cc1OC | 1% | -7% | -2% | -3 | -18% | 1%
C=Cn1ccnc1P(=S)(c1nccn1C=C)C1CCCCC1 | 5% | -2% | -2% | -37 | 74%[activator] | -4%
COc1ccc(C2(O)C(=O)Nc3ccccc32)cc1 (stereo not drawn) | 9% | 8% | 1% | -1 | -20% | 6%
CC(=O)c1ccc(NC(=O)CN2C(=O)NC3(CCc4ccccc43)C2=O)cc1 (stereo not drawn) | / | / | / | -1 | -28% | -1%
Cc1ccc(OCC(=O)NC(=S)Nc2cccc(NC(=O)c3ccccc3Cl)c2)cc1 | 0% | 2% | -15% | -7 | -15% | 2%
CCOc1ccc(CCNC(=O)Cn2nnc(-c3ccc(C(F)(F)F)cc3)n2)cc1OCC | 9% | / | 2% | 1 | / | /
Cc1nc(SCC(=O)NC(C)c2ccccc2)c2oc3ccccc3c2n1 (stereo not drawn) | -23% | 5% | 1% | ? | -10% | -5%
COC(=O)c1ccc(C2/C(=C(/O)c3ccc4c(c3)CC(C)O4)C(=O)C(=O)N2CCN2CCOCC2)cc1 (stereo not drawn) | -3% | 2% | -14% | 10 | -2% | 0%
COc1ccc(OCCOC(=O)CNS(=O)(=O)c2ccc(SC)c([N+](=O)[O-])c2)cc1 | 3% | / | 0% | 0 | -24% | 1%
COC(=O)c1ccc(/C=C2\Oc3ccccc3NC2=O)cc1 | 0% | 10% | -8% | 48 | -21% | 3%
COc1ccc(S(=O)(=O)n2ccc(C(C)Oc3ccc(-c4ccccc4)c(F)c3)n2)cc1 (stereo not drawn) | 9% | -5% | 3% | ? | 0.4µM* | 0%
CCOc1ccc(S(=O)(=O)NCc2ccc3c(c2)OCO3)cc1C(=O)O | 0% | 11% | ? | 21 | -15% | 3%
Cc1cc(C)cc(Nc2c3c(nc4ncnn24)CCC3)c1 | 33% | 1% | -7% | 43 | 0% | 103%[activator]
CC1CCCCC1n1c(=S)[nH]c2ccccc2c1=O (stereo not drawn) | 11% | -1% | 0% | -15 | -26% | 52%[activator]
COn1c(-c2ccc(C)cc2)nc2ncccc21 | 10% | -1% | -3% | / | 1% | 0%
S=C(c1ccc(-c2ccc(Cl)cc2)o1)N1CCCCC1 | ? | -1% | ? | 69 | -43% | ?
Cc1ccc(OCC(=O)NCc2ccc3c(c2)OCO3)c([N+](=O)[O-])n1 | -3% | 4% | -2% | 9 | -14% | 8%
COC(=O)CSc1nc2ccc(C)cc2cc1C#N | 1% | -4% | -7% | 43 | -21% | -5%
CC(=O)N/N=C(\C)C1COc2ccccc2O1 (stereo not drawn) | 78%[activator] | -1% | 3% | 10 | -10% | 43%[activator]
